Screens as filed in PubChem.
GSH bead fluor = compound fluorescence on glutathione beads, profiling panel, artefact control, biophysical, 488/530 nm, flow cytometry; GSH beads flow cytometry, compound fluorescence 488/530 nm; stronger effect = higher value; fluorescence (KMESF) at 10 µM; 190,000 compounds, 0.25% hits; AID 1776, 2009; in the data active means fluorescence above about 89;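 further: glutathione beads carrying GST-tagged Bcl family fusion proteins plus one bare bead set; values are compound well signal with DMSO vehicle wells as background; inactives centre near 16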
RGS4-Gao reg = modulators of RGS4 binding to Galphao, primary screen, biochemical, multiplexed bead flow cytometry. actives lie on both sides. AID 1415, 2008. binding response (% of control), % at 10 µM. Guanine nucleotide-binding protein G(o) subunit alpha (Homo sapiens), P09471. 220,000 compounds, 0.33% hits; in the data active means binding response below about 49% or above about 150%; inactive means in between;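 further: fluorescent Galphao activated with aluminum fluoride binding bead-coupled RGS4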
Target sequence (P09471 whole entry, looked up): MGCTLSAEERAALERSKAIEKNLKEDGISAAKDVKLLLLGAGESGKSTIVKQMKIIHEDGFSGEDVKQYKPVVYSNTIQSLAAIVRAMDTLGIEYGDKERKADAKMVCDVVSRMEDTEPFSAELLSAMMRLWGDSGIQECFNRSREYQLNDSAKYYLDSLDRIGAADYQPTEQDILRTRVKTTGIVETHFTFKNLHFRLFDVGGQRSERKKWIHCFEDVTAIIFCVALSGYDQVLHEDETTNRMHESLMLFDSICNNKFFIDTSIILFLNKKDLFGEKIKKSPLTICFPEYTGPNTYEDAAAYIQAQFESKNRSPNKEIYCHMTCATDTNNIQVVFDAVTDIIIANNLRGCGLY
Bim-Mcl-1 = inhibitors of Bim peptide binding to Mcl-1, primary screen, biochemical, bead-based flow cytometry, multiplex. Induced myeloid leukemia cell differentiation protein Mcl-1 (Homo sapiens), Q07820. Bim peptide-Mcl-1 binding. inhibition, % at 10 µM. 190,000 compounds, 0.1% hits;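 further: 0% = no compound tracer wells and 100% = peptide blocker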
Bim-Bcl-XL = inhibitors of Bim-Bcl-XL binding, primary screen, biochemical, multiplexed, bead flow cytometry, human Bcl-XL; Bim peptide-Bcl-XL binding, fluorescence; inhibition, % at 10 µM; 190,000 compounds, 0.04% hits; AID 1007, 2008
Target sequence (Q07817 whole entry, looked up): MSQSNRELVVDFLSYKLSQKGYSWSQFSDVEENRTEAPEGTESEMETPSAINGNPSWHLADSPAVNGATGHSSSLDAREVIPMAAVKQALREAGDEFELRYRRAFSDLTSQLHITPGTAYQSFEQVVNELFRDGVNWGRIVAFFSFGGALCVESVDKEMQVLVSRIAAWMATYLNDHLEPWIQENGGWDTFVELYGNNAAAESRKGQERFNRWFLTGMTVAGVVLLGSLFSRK
Bim-Bcl-B = inhibitors of Bim-Bcl-B binding, primary screen, biochemical, multiplexed, human Bcl-2 family | Bcl-2-like protein 10 (Homo sapiens), Q9HD36 | bead-based flow cytometry, Bim peptide-Bcl-B binding | inhibition, % at 10 µM | 190,000 compounds, 0.073% hits;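 further: 0% = tracer peptide without compound and 100% = reference inhibitor peptide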
Target sequence (Q9HD36 whole entry, looked up): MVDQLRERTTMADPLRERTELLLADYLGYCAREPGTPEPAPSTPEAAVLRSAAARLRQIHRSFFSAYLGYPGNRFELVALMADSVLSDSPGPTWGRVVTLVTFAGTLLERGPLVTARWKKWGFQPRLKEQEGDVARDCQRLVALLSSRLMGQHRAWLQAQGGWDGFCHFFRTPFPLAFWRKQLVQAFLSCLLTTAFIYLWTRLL
Mcl1 Bid PPI = Mcl-1/Bid binding inhibitors, primary screen, biochemical, TR-FRET, 1536-well; Induced myeloid leukemia cell differentiation protein Mcl-1 (Homo sapiens), Q07820; AID 1021, 2008; 220,000 compounds, 0.97% hits; TR-FRET Mcl-1/Bid-Dy647 peptide binding; inhibition, % at 21.7 µM;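 active means compounds that cut the binding signal by more than half at the single screening dose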;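 further: His-tagged Mcl-1 with europium anti-His antibody binding Bid BH3 peptide; 0% = Mcl-1 plus peptide wells and 100% = peptide-only wells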
RGS7-Gao = RGS7-Galphao binding modulators, primary screen, biochemical, multiplexed bead flow cytometry. Guanine nucleotide-binding protein G(o) subunit alpha (Homo sapiens), P09471. actives lie on both sides. binding response (% of control), % at 10 µM. 220,000 compounds, 0.35% hits; in the data active means binding response below about 49% or above about 150%; inconclusive means no clear call, values can overlap the other calls; inactive means in between;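 further: fluorescent Galphao held in activated GDP-AlF4 state binding bead-coupled RGS7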
Bim-Bfl-1 = inhibitors of Bim binding to Bfl-1, primary screen, biochemical, multiplexed, bead-based flow cytometry. Bcl-2-related protein A1 (Homo sapiens), Q16548. Bim-Bfl-1 binding inhibition. inhibition, % at 10 µM. 190,000 compounds, 0.12% hits;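 further: 0% = wells without compound plus tracer and 100% = blocker peptide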
Bcl-2 Bim block = inhibitors of Bim-Bcl-2 binding, primary screen, biochemical, multiplexed, human Bcl-2 family; 190,000 compounds, 0.06% hits; AID 950, 2007; Bead-based flow cytometry, Bim peptide-Bcl-2 binding; inhibition, % at 10 µM; in the data active means inhibition above about 40%; inconclusive means no clear call, values can overlap the other calls;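 further: 0% = no compound wells with probe peptide and 100% = reference peptide inhibitor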
RGS8-Gao = RGS8-Galphao binding modulators, primary screen, biochemical, multiplexed bead flow cytometry; actives lie on both sides; response (percent of control binding), % at 10 µM; Guanine nucleotide-binding protein G(o) subunit alpha (Homo sapiens), P09471; 220,000 compounds, 0.34% hits; in the data active means response below about 60% or above about 140%; inactive means in between;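 further: Galphao activated as the GDP aluminium fluoride complex binding bead-coupled RGS8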
Bim-Bcl-W = inhibitors of Bim binding to Bcl-W, primary screen, biochemical, multiplexed, bead-based flow cytometry | Bcl-2-like protein 2 (Homo sapiens), Q92843 | Bim peptide-Bcl-W binding | inhibition, % at 10 µM | 190,000 compounds, 0.02% hits;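 further: 0% = bound tracer without compound and 100% = peptide blocker; higher means less fluorescent Bim peptide bound to Bcl-W beads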
Target sequence (Q92843 whole entry, looked up): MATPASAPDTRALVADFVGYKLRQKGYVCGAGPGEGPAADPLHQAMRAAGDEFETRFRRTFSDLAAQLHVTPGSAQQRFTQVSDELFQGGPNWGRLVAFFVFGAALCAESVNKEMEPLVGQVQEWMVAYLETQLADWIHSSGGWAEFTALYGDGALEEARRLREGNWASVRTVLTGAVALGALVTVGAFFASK
An asterisk follows results filed as active; ? = inconclusive; / = no result given. Unless noted, no stated cut-off is given here; in the data, active means inhibition above about 40%.

SMILES	GSH bead fluor	RGS4-Gao reg	Bim-Mcl-1	Bim-Bcl-XL	Bim-Bcl-B	Mcl1 Bid PPI	RGS7-Gao	Bim-Bfl-1	Bcl-2 Bim block	RGS8-Gao	Bim-Bcl-W
O=C1c2ccccc2C(=O)C12Cc1ccccc1N1CCN(c3ccccc3)CC12 (stereo not drawn)	39	112	1	-14	-8	-67	106	-11	-9	107	-1
Cc1cc(C)cc(NC(=S)N(Cc2cccc(Br)c2)CC2CCC(C(=O)O)CC2)c1 (stereo not drawn)	19	102	-1	-1	1	-16	101	-3	-4	98	-1
CCCCn1cnc2c1c(=O)n(C)c(=O)n2C	19	98	-4	-6	-1	-2	99	-9	-5	100	-5
COc1ccccc1N(CC(=O)NCCC1=CCCCC1)S(=O)(=O)c1ccccc1	12	90	0	-1	-7	-25	96	-5	-1	94	0
CS(=O)(=O)c1ccc2nc(NC(=O)c3cc(-c4ccccc4)nn3-c3ccccc3)sc2c1	8	103	-4	-4	-2	-20	103	0	-4	107	0
COc1ccc(-c2nc3cc(NC(=S)NC(=O)Cc4ccccc4)ccc3o2)cc1	32	101	-4	-2	-7	-58	102	1	2	101	0
COc1ccc([N+](=O)[O-])cc1NC(=O)C(C)N(C)Cc1cccc(OC)c1OC (stereo not drawn)	9	100	-4	-5	-5	4	100	-2	-6	104	-1
CCOc1ccccc1NC(=O)COC(=O)CSc1ccc(Cl)cc1	6	95	-10	-7	-7	6	95	1	-4	90	-2
O=C(CSC1=NCCS1)Nc1ccccc1F	28	100	-3	-10	-10	-3	100	-1	-4	99	-4
C=CCc1cccc(C=Nc2ccc(Br)cc2)c1O	8	93	-4	0	-1	-10	88	-2	2	96	-1
CCOc1ccc(NC(=O)CN(C)c2nnnn2-c2ccccc2)cc1OCC	36	107	1	-6	3	-16	104	0	0	104	1
CCOP(=O)(OCC)C(Nc1cccc(C(F)(F)F)c1)c1ccc(C)cc1 (stereo not drawn)	20	101	-8	-9	-9	10	102	-11	-8	106	-7
CCc1cccc(NC(=O)C2CCCN(S(=O)(=O)c3c(C)[nH]c(=O)[nH]c3=O)C2)c1 (stereo not drawn)	13	103	0	-3	0	-4	101	0	0	100	1
CC(=O)Nc1cccc(NC(=O)C2CC(=O)N(c3ccc(C)cc3)C2)c1 (stereo not drawn)	23	110	-4	0	-3	-16	108	3	-1	107	-1
CNC(=S)N1N=C(c2ccc(OC)cc2)CC1c1ccc(N(C)C)cc1 (stereo not drawn)	25	108	-1	-2	-3	-31	103	0	-5	103	-1

Shown with values under each structure: entries from further up.
Below each compound: GSH bead fluor | RGS4-Gao reg | Bim-Mcl-1 | Bim-Bcl-XL | Bim-Bcl-B | Mcl1 Bid PPI | RGS7-Gao | Bim-Bfl-1 | Bcl-2 Bim block | RGS8-Gao | Bim-Bcl-W
O=C1c2ccccc2C(=O)C12Cc1ccccc1N1CCN(c3ccccc3)CC12 (stereo not drawn)
  39 | 112 | 1 | -14 | -8 | -67 | 106 | -11 | -9 | 107 | -1
Cc1cc(C)cc(NC(=S)N(Cc2cccc(Br)c2)CC2CCC(C(=O)O)CC2)c1 (stereo not drawn)
  19 | 102 | -1 | -1 | 1 | -16 | 101 | -3 | -4 | 98 | -1
CCCCn1cnc2c1c(=O)n(C)c(=O)n2C
  19 | 98 | -4 | -6 | -1 | -2 | 99 | -9 | -5 | 100 | -5
COc1ccccc1N(CC(=O)NCCC1=CCCCC1)S(=O)(=O)c1ccccc1
  12 | 90 | 0 | -1 | -7 | -25 | 96 | -5 | -1 | 94 | 0
CS(=O)(=O)c1ccc2nc(NC(=O)c3cc(-c4ccccc4)nn3-c3ccccc3)sc2c1
  8 | 103 | -4 | -4 | -2 | -20 | 103 | 0 | -4 | 107 | 0
COc1ccc(-c2nc3cc(NC(=S)NC(=O)Cc4ccccc4)ccc3o2)cc1
  32 | 101 | -4 | -2 | -7 | -58 | 102 | 1 | 2 | 101 | 0
COc1ccc([N+](=O)[O-])cc1NC(=O)C(C)N(C)Cc1cccc(OC)c1OC (stereo not drawn)
  9 | 100 | -4 | -5 | -5 | 4 | 100 | -2 | -6 | 104 | -1
CCOc1ccccc1NC(=O)COC(=O)CSc1ccc(Cl)cc1
  6 | 95 | -10 | -7 | -7 | 6 | 95 | 1 | -4 | 90 | -2
O=C(CSC1=NCCS1)Nc1ccccc1F
  28 | 100 | -3 | -10 | -10 | -3 | 100 | -1 | -4 | 99 | -4
C=CCc1cccc(C=Nc2ccc(Br)cc2)c1O
  8 | 93 | -4 | 0 | -1 | -10 | 88 | -2 | 2 | 96 | -1
CCOc1ccc(NC(=O)CN(C)c2nnnn2-c2ccccc2)cc1OCC
  36 | 107 | 1 | -6 | 3 | -16 | 104 | 0 | 0 | 104 | 1
CCOP(=O)(OCC)C(Nc1cccc(C(F)(F)F)c1)c1ccc(C)cc1 (stereo not drawn)
  20 | 101 | -8 | -9 | -9 | 10 | 102 | -11 | -8 | 106 | -7
CCc1cccc(NC(=O)C2CCCN(S(=O)(=O)c3c(C)[nH]c(=O)[nH]c3=O)C2)c1 (stereo not drawn)
  13 | 103 | 0 | -3 | 0 | -4 | 101 | 0 | 0 | 100 | 1
CC(=O)Nc1cccc(NC(=O)C2CC(=O)N(c3ccc(C)cc3)C2)c1 (stereo not drawn)
  23 | 110 | -4 | 0 | -3 | -16 | 108 | 3 | -1 | 107 | -1
CNC(=S)N1N=C(c2ccc(OC)cc2)CC1c1ccc(N(C)C)cc1 (stereo not drawn)
  25 | 108 | -1 | -2 | -3 | -31 | 103 | 0 | -5 | 103 | -1

Next results follow:
SMILES	GSH bead fluor	RGS4-Gao reg	Bim-Mcl-1	Bim-Bcl-XL	Bim-Bcl-B	Mcl1 Bid PPI	RGS7-Gao	Bim-Bfl-1	Bcl-2 Bim block	RGS8-Gao	Bim-Bcl-W
S=C(Nc1ccc(Cl)c(Cl)c1)NC1CCN(Cc2ccccc2)CC1	26	106	/	/	/	-50	104	/	?	109	/
Nc1cc(=O)[nH]c(=O)n1Cc1ccco1	21	97	-1	-1	1	-20	104	0	-1	101	-2
O=C(CNC(=O)OCc1ccccc1)NC1CCCCCCC1	13	102	-7	-5	0	-8	102	-3	1	101	-4
CC(CN1CCOCC1)OC(=O)Cc1ccc(Cl)cc1 (stereo not drawn)	23	97	-1	-3	-7	0	96	-7	-1	96	-4
Cc1cc(C)cc(NC(=O)CN2CCN(CCN=CC3=C(O)CC(c4ccc(Cl)cc4)CC3=O)CC2)c1 (stereo not drawn)	27	101	0	-4	-2	-20	96	-6	0	102	-2
COc1cccc(CN2CCNC(=O)C2CC(=O)O)c1OC (stereo not drawn)	21	100	0	-4	-4	-24	100	-7	-4	100	0
COc1ccc(S(=O)(=O)N2CCC(C(=O)NCc3ccco3)CC2)cc1	17	80	3	4	2	1	76	1	0	66	2
COC(=O)CSc1nnc(SCc2ccc(OC)cc2)s1	26	100	0	-5	-7	1	104	-15	-6	100	-2
COC(=O)c1ccc(Oc2nc(C)cc(Oc3ccccc3)n2)cc1	14	92	0	-5	-5	3	87	-4	-6	95	-4
CCNC(=O)N1C(=O)C2(OCCO2)c2cc(Br)ccc21	37	94	-4	1	-7	-18	99	-10	-8	100	2
C=CCNC(=O)CSc1nnc(-c2cccs2)o1	36	101	-3	-6	-8	-5	102	-13	-8	101	0
CC1=CC(C)C(/C=N/n2cnnc2)C(C)C1 (stereo not drawn)	17	100	-3	-6	-5	-25	98	-7	-2	102	-5
Cc1ccccc1OCC(=O)NNC(=O)CN1C(=O)c2ccccc2C1=O	19	104	-14	-6	-11	-39	112	-19	-8	107	-3
CC(C)(CC(=O)O)Cc1nc(-c2ccc(Cl)cc2)no1	28	100	-1	-2	-7	8	107	-13	-8	102	0
COc1ccccc1N(CC(=O)Nc1c(C)n(C)n(-c2ccccc2)c1=O)S(=O)(=O)c1ccc(C)cc1	13	99	0	-3	-2	-31	101	-3	0	103	-4
CCCC(=O)Nc1nnc(C2CCCO2)s1 (stereo not drawn)	14	103	-7	-2	-2	-23	102	-7	0	93	-4
Cc1cccc(C)c1NC(=O)c1ccc(-n2cncn2)nc1	77	108	-3	-2	-7	-2	103	-11	-7	104	0
COc1ccccc1/C=C/C(=C1/C(=O)N(c2ccccc2)N=C1C)c1ccc(C)cc1	11	95	-1	-2	2	-3	97	0	4	102	0
O=C(O)CCNS(=O)(=O)c1ccc(Oc2ccccc2Cl)cc1	8	101	1	-5	-4	-13	100	-4	-5	102	3
O=C(CSc1nnnn1CCCO)Nc1ccc2c(c1)OCO2	17	101	0	-3	-4	-45	?	-3	-2	100	-3
Cc1ccc2nc(-c3ccccc3)cn2c1	19	107	2	-6	-5	-1	109	-9	-4	106	4
COC(=O)/C(N=Nc1c(C)n(C)n(-c2ccccc2)c1=O)=C(\C)O	16	100	-2	-6	-10	-111	100	-8	-4	100	-3
C(=N\N=C\c1ccccc1)/c1ccccc1	10	101	0	-1	-2	-18	?	-4	-4	100	0
CCOC(=O)NC1(Nc2ccc(C)cc2)Oc2ccccc2O1	15	99	0	-6	-7	-37	102	-5	-1	104	-3
COC(=O)C1C(O)=CC(=O)CC1C (stereo not drawn)	24	91	-1	-7	-7	-16	96	-1	-3	94	-3
O=C(Oc1c(-c2ccccc2)oc2ccccc2c1=O)c1ccccc1	78	100	-1	-4	-6	-14	100	-8	-5	94	-4
COC(=O)c1ccc(OCCOc2ccc(C(=O)OC)cc2)cc1	33	105	0	-4	-5	-8	107	-8	-2	106	0
CCOC(=O)c1cccc(NC(=O)CNS(=O)(=O)c2cccs2)c1	19	98	-1	-7	-9	0	95	-18	-6	98	0
COc1cc(OC)c(C2N(c3ccccn3)C(=O)C3CCCN32)cc1OC (stereo not drawn)	32	97	-8	-6	-4	2	95	-7	-5	99	-5
CCN(CC)C(=O)c1cn(C)c(=O)c2cc(OC)c(OC)cc12	13	91	-1	-7	-9	9	93	-15	-6	96	-4
O=C(CCl)N(c1ccc(Cl)cc1)c1c[nH]c2ccccc12	20	102	0	0	1	-2	104	-2	-2	101	-2
Cc1cc(C)c(S(=O)(=O)Nc2ccc(-c3cn4ccccc4n3)cc2)c(C)c1	46	98	-1	-16	-8	-4	98	-9	-5	102	1
